Compound activity (PubChem)
NPR2 activator = GC-B (human) receptor activation; 370,000 compounds, 0.11% hits; P20594; AID 1920062; activation, % at 10 µM; HEK293-GC-B cells, CNP EC30, cGMP TR-FRET; 0% at EC30 CNP, 100% saturating CNP;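 active means activation at 10 µM reaching about 35% in either raw or pattern-adjusted values, limit read from the data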
GAA850 FXN act = activators of GAA850 frataxin (FXN) promoter | AID 540364 | activation, % at 6 µM | HEK293 lucGAA850 FXN promoter luciferase reporter, 24 h; percent of 10 µM SAHA response | 360,000 compounds, 0.56% hits;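 active means activation above the average of all compounds screened plus 3 SD, cutoff fixed separately per campaign, cut at about 7.5% in these data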;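 further: 0% = DMSO wells and 100% = 10 µM SAHA wells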
DDE Tn6 FP inh = disrupts Tn6 cyclic peptide binding to fibrin D-Dimer-E complex; P02675; AID 720509; 370,000 compounds, 0.21% hits; inhibition, % at 8.3 µM; Fibrin DD(E) TRITC-Tn6 fluorescence polarization displacement;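 active means inhibition above a per-campaign cutoff: mean of compounds within control limits plus 3 SD, cut at about 15% in these data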;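 further: 0% = median of all compound wells on the plate and 100% = blocking peptide control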
proKLK7 act = activators of human kallikrein-7 zymogen. purified proKLK7, EDANS-DABCYL substrate fluorescence; 100% is mature enzyme control, 0% vehicle. P49862. 370,000 compounds, 0.9% hits. activation, % at 7 µM. AID 652039;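 active means activation above the mean of all tested compounds plus 3 SD, computed per campaign excluding outliers beyond control limits, cut at about 13% in these data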
ASAP1 GAP inh = blocks human ASAP1-stimulated Arf1 GTP hydrolysis. Q9ULH1. GDP FP detection. inhibition, % at 16.5 µM. 360,000 compounds, 0.19% hits. AID 624377; in the data active means inhibition above about 25%;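 further: 0% = vehicle with enzyme and substrate and 100% = no enzyme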
ARFGAP1 inhibitor = inhibits rat ARF GTPase activating protein 1. Q62848. Arfgap1-stimulated ARF1 GTP hydrolysis, GDP FP detection. inhibition, % at 16.5 µM. 360,000 compounds, 0.26% hits. AID 651572;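 active means inhibition above a per-plate limit, mean inhibition of low control wells plus 3 SD, cut at about 25% in these data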;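 further: 0% = DMSO wells with enzyme and 100% = wells lacking Arfgap1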
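Material – truncated rat Arfgap1 GAP domain · Buffer or medium – HEPES-based buffer, pH 7.5 · Reagent – human ARF1(Δ1-17)-GTP substrate · Dosing – 16.5 µM single point, 1.26% DMSO · Schedule – GTP hydrolysis reaction 2 h at 25 °C · Technique – GDP detection by fluorescence polarization · Benchmarks – No-Arfgap1 wells (100%) versus DMSO full-reaction wells (0%) · Repeats – single replicate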
sPLA2-III inh = Inhibits HGIII-sPLA2 liposome hydrolysis, primary screen. Q9NZ20. QFRET BODIPY PC-A2 liposome hydrolysis, fluorescence. inhibition, % at 12.2 µM. 370,000 compounds, 0.56% hits. AID 743126;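 active means inhibition above mean plus 3 SD of compounds lying within the high and low control bounds, cut at about 19% in these data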;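 further: 0% = median of test compound wells and 100% = no enzyme DMSO wells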
ADAM10 inh = ADAM10 inhibition, QFRET primary screen | O14672 | recombinant ADAM10, EDANS/DABCYL FRET peptide cleavage, 3 h | inhibition, % at 7 µM | 370,000 compounds, 0.62% hits;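 active means inhibition above a per-campaign cutoff equal to the mean of compounds falling between control-based bounds plus 3 SD, cut at about 20% in these data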;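 further: 0% = DMSO wells while the 100% control is not disclosed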
NPR1 activator = GC-A (human) enzyme activation; P16066; HEK293 GC-A cells, cGMP TR-FRET, EC30 ANP; 0% at EC30 ANP, 100% saturating ANP; activation, % at 10 µM; 370,000 compounds, 0.14% hits; AID 1671463; in the data active means activation above about 40%
Target sequence (P16066 whole entry, looked up): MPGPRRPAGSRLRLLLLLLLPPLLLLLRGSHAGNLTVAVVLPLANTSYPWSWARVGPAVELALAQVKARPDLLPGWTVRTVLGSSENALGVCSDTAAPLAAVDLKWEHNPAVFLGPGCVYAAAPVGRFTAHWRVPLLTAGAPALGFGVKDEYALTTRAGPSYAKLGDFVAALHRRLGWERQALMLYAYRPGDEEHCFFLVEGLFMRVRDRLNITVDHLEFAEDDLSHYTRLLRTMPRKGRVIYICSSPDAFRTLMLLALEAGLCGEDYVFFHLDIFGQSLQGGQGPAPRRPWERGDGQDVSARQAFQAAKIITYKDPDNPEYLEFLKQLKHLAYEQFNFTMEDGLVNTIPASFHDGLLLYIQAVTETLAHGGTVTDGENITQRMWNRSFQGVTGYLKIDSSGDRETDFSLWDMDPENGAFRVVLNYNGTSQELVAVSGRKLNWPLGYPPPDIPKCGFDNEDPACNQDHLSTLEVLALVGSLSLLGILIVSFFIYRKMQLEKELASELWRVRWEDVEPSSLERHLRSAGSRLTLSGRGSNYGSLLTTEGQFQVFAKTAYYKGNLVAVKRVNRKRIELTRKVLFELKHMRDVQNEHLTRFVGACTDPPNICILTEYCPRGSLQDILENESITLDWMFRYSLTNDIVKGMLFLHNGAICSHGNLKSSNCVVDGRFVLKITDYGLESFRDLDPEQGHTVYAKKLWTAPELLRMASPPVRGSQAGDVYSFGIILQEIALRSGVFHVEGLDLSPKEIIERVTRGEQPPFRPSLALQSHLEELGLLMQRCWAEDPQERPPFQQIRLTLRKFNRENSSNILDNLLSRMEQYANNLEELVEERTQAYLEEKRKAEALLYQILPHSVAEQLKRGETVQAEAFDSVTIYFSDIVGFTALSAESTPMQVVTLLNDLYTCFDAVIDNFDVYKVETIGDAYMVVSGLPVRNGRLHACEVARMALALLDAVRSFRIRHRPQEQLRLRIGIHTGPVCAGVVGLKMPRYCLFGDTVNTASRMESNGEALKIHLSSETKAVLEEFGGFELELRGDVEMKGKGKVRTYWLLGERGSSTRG
rCAG RNA binder = r(CAG) repeat RNA binding | TO-PRO-1 dye displacement fluorescence | inhibition, % at 3 µM | 370,000 compounds, 1.3% hits;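 active means inhibition above the plate cutoff, the mean of all test compounds on that plate plus 3 SD, cut at about 35% in these data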;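 further: 0% = DMSO alone and 100% = 100 µM mitoxantrone as full dye displacement; higher means more dye released from RNA so lower well fluorescence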
The depositor's hits bear a star; i = inactive; nt = not tested or not shown.

molecule	rCAG RNA binder	ASAP1 GAP inh	proKLK7 act	sPLA2-III inh	ADAM10 inh	ARFGAP1 inhibitor	DDE Tn6 FP inh	GAA850 FXN act	NPR2 activator	NPR1 activator
COc1ccc(-n2c(C)cc(C(=O)CSc3nn4c(=O)c(C(C)(C)C)nnc4s3)c2C)cc1	11	-5	-0.7	-6	3	1	1	2.8	-4	0
COc1ccc(NC(=O)c2cc(=O)[nH]c3ccccc23)cc1	-3	15	-0.2	-1	2	-8	0	1.2	0	-2
CSc1nsc2nc(=O)c(/C=C3\C(C)=Nc4ccccc43)c(N)n12	42*	14	-0.2	0	-8	1	-20	0.6	-1	-5
CCOc1ccccc1/C=C/c1onc(C)c1S(=O)(=O)N1CCC(C(=O)NC(C)(C)C)CC1	5	1	-0.9	-12	6	20	-1	-1.9	-4	-2
CCN(C(C)=O)c1ccc(Oc2nc(OC)cc(OC)n2)cc1	0	2	-0.5	3	9	5	-4	1.7	5	-4
O=C1CC(N2CCN(c3ccccc3O)CC2)C(=O)N1Cc1ccccc1 (stereo not drawn)	1	-7	-0.2	-7	0	-11	3	1.5	6	-6
CCC(CO)Oc1cc(NCc2ccc(C(C)(C)C)cc2)c2ncn(C(C)C)c2c1 (stereo not drawn)	-7	17	0.1	3	10	16	2	-1.0	0	-4
CC(C)(C)c1ccc(C(=O)Nn2c(CCC(=O)O)ccc2-c2cccs2)cc1	26	9	0.1	-16	-7	2	1	4.1	0	-1
CCCn1c(SCC(=O)Nc2ccccc2C(=O)OC)nc2c1c(=O)n(C)c(=O)n2C	1	5	-0.6	3	1	2	6	-0.8	-4	-5
COc1ccc(CC(=O)N[C@@H](CCSC)c2nc3ccccc3[nH]2)cc1	0	6	-0.1	-5	1	-6	-4	0.2	1	-4
CCn1cc(C(=O)OCC(=O)N(C)C2CCS(=O)(=O)C2)c(=O)c2ccc(C)nc21 (stereo not drawn)	-1	-9	-0.5	3	1	12	6	-1.0	6	-3
O=C(NC1CCCCCC1)c1c(O)c2ccccc2[nH]c1=O	0	7	-0.3	0	7	-3	0	5.6	3	0
COc1ccc(-c2nn3c(-c4cccc(C)c4)nnc3s2)cc1OC	4	10	-0.6	-3	-10	-11	-1	4.5	0	6
CCc1ccc2[nH]c(=O)c(C(c3nnnn3CCOC)N3CCN(c4ccccc4F)CC3)cc2c1 (stereo not drawn)	-4	-2	0.9	2	-49	4	-1	-2.6	0	-1
O=C(C1CCN(S(=O)(=O)c2ccccc2)CC1)N1CCC1	1	0	0.2	-2	0	12	8	1.9	2	-2
Cc1ccc(S(=O)(=O)N2CCOCC2)cc1NC(=O)CN1C(=O)CN(C)C1=O	2	12	0.2	2	-10	10	2	-1.2	0	1
COc1ccc(-c2nc(NC(=O)CSc3nnc4ccccn34)ns2)cc1	6	8	1.9	-1	-55	12	-1	nt	45*	1
O=C1Nc2ccccc2Cc2ccccc21	2	3	1.8	2	-10	6	4	2.0	-4	-4
C=C1CCN(C(C)C(=O)O)S(=O)(=O)c2ccccc21 (stereo not drawn)	9	6	0.2	4	1	1	-1	0.5	8	-1
CCN(CC)c1ccc2cc(C(=O)NNC(=O)c3ccc(S(=O)(=O)N4CCCCC4)cc3)c(=O)oc2c1	0	-2	0.3	1	-8	1	1	2.1	6	3
Cc1ccc(S(=O)(=O)NC(=O)C2(C)CCN2C(=O)CC2CCCC2)nc1 (stereo not drawn)	2	-12	0.2	4	-8	-3	9	1.1	6	3
O=C(O)C1C2C=CC3(CN(Cc4ccncc4)C(=O)C13)O2 (stereo not drawn)	0	-7	0.7	1	4	2	-1	2.6	5	2
CC(C)c1cccc(OCCCCN(C)C)c1	-5	5	0.2	6	-12	4	3	0.4	5	-1
CS(=O)(=O)c1ccc(-c2sc3ccccc3c2C#CCCO)cc1	5	-9	-39	-37	-208	6	1	0.9	-9	3
O=C(Oc1cccnc1)c1cc(S(=O)(=O)N2CCCCC2)ccc1Cl	3	-17	0.4	-3	6	-8	3	2.8	6	0
Cc1ccc2c(c1)-c1cc(C)nn1C(c1sccc1C)N2 (stereo not drawn)	6	5	-0.9	-1	-36	-2	9	3.8	-3	1
COCCN(CC(=O)Nc1ccccc1C)S(=O)(=O)c1ccc(S(=O)(=O)N2CCCC2)cc1	1	-10	-0.4	9	4	12	1	-1.6	2	-4
NC(=O)CSc1nnc2ccc(-c3ccc(Cl)cc3)nn12	-5	-13	-1.0	5	-21	-9	-6	1.4	-9	6
O=C(CN1C(=O)NC2(CCCC2)C1=O)N1CCN(c2ccccc2Cl)CC1	-4	10	0.1	6	-14	-4	-1	1.6	7	4
Cc1ccc(C(=O)NCC2CCCO2)cc1N1CCCC1=O (stereo not drawn)	-5	4	0.3	-4	4	8	-1	1.1	5	0
O=C(CCCN1C(=O)/C(=C\c2ccccc2)SC1=S)Nc1ccccc1O	5	3	-0.1	-17	-3	11	11	-1.4	-1	-8
Cc1cccc(OS(=O)(=O)NC(=O)OCC2CCCN3CCCCC23)c1 (stereo not drawn)	-2	5	0.0	-1	3	7	-4	1.5	-1	-2
O=C(O)/C=C/c1cn(-c2ccccc2)nc1-c1ccccc1	18	13	-0.6	-5	-1	1	2	-1.5	-4	-3
COC(=O)[C@]12C[C@H](CC(=O)NCc3ccc(OC)c(OC)c3)C(=O)N(Cc3ccc(Cl)cc3Cl)C1=C[C@H](COCc1ccccc1)O[C@@H]2C	9	nt	1.3	-20	15	nt	-7	nt	6	-5
FC(F)(F)c1ccccc1Cc1c(C2CCCCC2)nc2c3ccccc3ccn12	3	6	-0.1	7	-25	-10	1	nt	-2	-1
Cc1ccc(S(=O)(=O)N/N=c2\sc3ccccc3n2C)cc1	1	-10	-0.1	5	-2	8	2	0.9	5	-2

2 compounds drawn at random from the list so far:
molecule	rCAG RNA binder	ASAP1 GAP inh	proKLK7 act	sPLA2-III inh	ADAM10 inh	ARFGAP1 inhibitor	DDE Tn6 FP inh	GAA850 FXN act	NPR2 activator	NPR1 activator
NC(=O)CSc1nnc2ccc(-c3ccc(Cl)cc3)nn12	-5	-13	-1.0	5	-21	-9	-6	1.4	-9	6
Cc1ccc(C(=O)NCC2CCCO2)cc1N1CCCC1=O (stereo not drawn)	-5	4	0.3	-4	4	8	-1	1.1	5	0

(next part)
molecule	rCAG RNA binder	ASAP1 GAP inh	proKLK7 act	sPLA2-III inh	ADAM10 inh	ARFGAP1 inhibitor	DDE Tn6 FP inh	GAA850 FXN act	NPR2 activator	NPR1 activator
c1ccc(CCn2nnnc2CN2CCN(C3CCCC3)CC2)cc1	-1	2	0.2	3	-4	7	-4	-0.9	4	-1
CCSC(C)CC1CC(=O)CC(=O)C1 (stereo not drawn)	4	0	-0.8	-3	1	-9	10	-1.4	6	-2
O=C(NCCC(=O)N1CCCC(C(F)(F)F)C1)c1ccccc1Cl (stereo not drawn)	-3	0	0.6	7	-4	-1	-5	0.5	4	-4
COc1ccc(C(=O)N(C)[C@H]2C[C@H]3c4[nH]c5ccccc5c4CCN3C(=O)[C@H]2CO)cc1	6	3	44*	-5	i	6	6	1.2	2	3
CCn1cc(C(=O)O)c(=O)c2cc(F)c(N3CCN(C(=S)NC(=O)c4ccc(Br)cc4)CC3)cc21	3	3	-1.0	1	-44	8	-4	3.5	-3	-3
O=C(c1ccccc1)c1ccc(Oc2ccc(C(=O)O)c(C(=O)O)c2)cc1	5	-17	-0.1	-3	5	-8	-9	-1.1	1	1
O=C(CC1SC(N2CCCCC2)=NC1=O)Nc1ccc(C(=O)NCc2ccccc2)cc1 (stereo not drawn)	3	-4	0.0	-1	-45	-1	-1	-0.1	-2	2
Nc1ccc(C(=O)Nc2nccs2)cc1	1	-13	-1.0	-1	10	-7	-10	3.0	10	4
O=C(CSc1nc(-c2ccccc2)cs1)NCCCN1CCCC1=O	1	-6	-0.2	-1	-6	-8	4	0.1	2	-2
Cc1noc(C)c1C(=O)N(CC(=O)NC1CCCC1)Cc1ccccc1F	-2	9	-0.1	5	4	0	3	-0.6	-2	5
Cc1ccc(CNC(=O)C2CCC(=O)N(Cc3cccc(F)c3)C2)s1 (stereo not drawn)	1	-3	0.1	-3	0	-8	-4	-0.5	-3	2
CC1C(=O)N(Cc2cn(Cc3ccco3)nn2)CCS(=O)(=O)N1Cc1ccc(-c2ccccc2)cc1 (stereo not drawn)	8	5	-0.1	-35	-5	-1	-1	-0.1	2	4
COc1ccc(OC)c(C2/C(=C(\O)c3ccc4c(c3)OCCO4)C(=O)C(=O)N2CC2CCCO2)c1 (stereo not drawn)	4	-11	0.2	1	-1	8	2	1.3	3	3
Cc1nn(-c2ccccc2)c(Cl)c1/C=C1\SC(=S)N(CCCCCC(=O)O)C1=O	33	-2	0.3	-29	-2	-14	-2	2.1	-7	-7
COc1ccc(NC(=O)CSc2nc3ccccc3nc2N2CCOCC2)c(OC)c1	0	4	-0.2	1	0	-6	0	0.7	-12	-12
CC(C)CC1C2C(=O)N(c3ccccc3)C(=O)C2ON1c1ccccc1 (stereo not drawn)	-1	11	0.0	-1	4	1	6	2.9	4	-1
S=c1nc2ccccc2c2nc(-c3ccccc3Cl)[nH]n12	0	10	0.8	11	7	3	-4	1.9	-3	0
COc1ccccc1N1CCN(Cc2ccc(OC)c(OC)c2OC)CC1	-2	-10	-0.4	6	2	0	-5	-1.3	0	1
CC(=O)N1CCN(c2ccc(NC(=O)C(C)Oc3ccc(Cl)cc3Cl)cc2)CC1 (stereo not drawn)	-3	11	0.2	-3	9	1	-1	3.1	7	3
Cc1ccccc1CSCC(=O)NC(=O)NCc1ccco1	6	10	0.0	12	-8	12	1	-1.6	3	-6
O=C(Nc1ccccc1)c1ccc2nc(-c3ccco3)c(-c3ccco3)nc2c1	74*	-5	-0.2	13	6	-10	-8	0.9	-12	-9
O=c1c2c([nH]n1-c1ccccc1)CCCC2	1	-8	0.1	1	-2	5	-3	0.8	0	2
O=C(Nc1ccc2c(c1)OCCO2)c1cccnc1Oc1ccc(Cl)cc1	-5	4	-0.3	2	1	-3	-3	-1.2	5	3
CCOC(=O)C1C(=O)Nc2nc(C)nn2C1c1ccccc1 (stereo not drawn)	-3	8	0.0	1	-2	8	-6	-2.6	0	-3
CN1C(=O)C(Br)(Br)CC1c1cccnc1 (stereo not drawn)	1	3	-0.1	7	-2	15	4	nt	5	1
CCOc1cc(CNCCN2CCOCC2)ccc1OCc1ccccc1Cl	-7	8	-0.2	-5	6	7	6	1.0	5	-6
CC(OC(=O)c1ccc(Br)o1)C(=O)Nc1ccc2c(c1)OCCO2 (stereo not drawn)	0	-2	0.2	1	-13	-6	2	2.9	-4	-2
O=C(CS(=O)(=O)c1ccccc1)Nc1ccc(Cl)cn1	4	-10	-0.2	-2	-2	1	-3	1.9	8	0
CCOC(=O)C(CNc1ccc(O)cc1)NC(=O)c1ccccc1 (stereo not drawn)	15	-14	-0.5	-14	-7	-6	66*	nt	5	-2
